# BoNT-A LC inh2 = BoNT/A light chain protease inhibitors, primary screen, biochemical, flow cytometry, MLPCN library; Botulinum neurotoxin type A light chain protease (Clostridium botulinum A str. ATCC 3502); multiplex microsphere protease substrate cleavage; inhibition, % at 10 µM; 0.17% of 360,000 active; note: plate controls were buffer without enzyme for full effect and enzyme alone for no effect
# VHR inh abs = VHR1 phosphatase inhibitors, primary screen, biochemical, absorbance, uHTS. Dual specificity protein phosphatase 3 (Homo sapiens), P51452. recombinant VHR phosphatase, pNPP absorbance. inhibition, % at 13.3 µM. 0.52% of 290,000 active; in the data active = inhibition above about 50%; note: some compounds called inactive have numbers as strong as hits
# Target sequence (P51452 whole entry, looked up): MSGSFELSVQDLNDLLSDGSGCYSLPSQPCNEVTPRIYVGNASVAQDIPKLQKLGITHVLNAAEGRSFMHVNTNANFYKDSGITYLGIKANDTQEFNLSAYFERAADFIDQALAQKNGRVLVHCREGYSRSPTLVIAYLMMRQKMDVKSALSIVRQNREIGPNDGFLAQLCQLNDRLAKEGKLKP
# PriA SSB inh = inhibitors of Klebsiella pneumoniae PriA binding to SSB C-terminal tail, primary screen, biochemical, AlphaScreen. PriA–SSB C-terminal tail interaction (Klebsiella pneumoniae). AlphaScreen SSBct-PriA binding, biotinylated peptide. inhibition, % at 33 µM. 0.6% of 430,000 active. AID 1272365, 2023; in the data active = inhibition mostly above about 37%, no sharp cut-off; inactive = mostly below about 20%;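 note: plate controls were negative control peptide for no effect and reference peptide for full effect; strong numbers were not always called active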
# CCHF vOTU inh = CCHFV vOTU protease inhibitors, primary screen, biochemical, Pep-AMC substrate, fluorescence. Crimean-Congo hemorrhagic fever virus L polyprotein viral ovarian tumor (vOTU) protease …. inhibition, % at 11.5 µM. 0.55% of 370,000 active; in the data active = inhibition above about 30%; note: 0% = vehicle wells with enzyme and 100% = no enzyme wells
# Anthrax LF inh2 = Bacillus anthracis LF protease inhibitors, primary screen, biochemical, multiplex microsphere, MLPCN library; inhibition, % at 10 µM; AID 588501, 2011; 0.12% of 360,000 active; Lethal factor (Bacillus anthracis), P15917; multiplex microsphere protease cleavage assay; note: plate controls were buffer without enzyme for full effect and enzyme alone for no effect
# Target sequence (P15917 whole entry, looked up): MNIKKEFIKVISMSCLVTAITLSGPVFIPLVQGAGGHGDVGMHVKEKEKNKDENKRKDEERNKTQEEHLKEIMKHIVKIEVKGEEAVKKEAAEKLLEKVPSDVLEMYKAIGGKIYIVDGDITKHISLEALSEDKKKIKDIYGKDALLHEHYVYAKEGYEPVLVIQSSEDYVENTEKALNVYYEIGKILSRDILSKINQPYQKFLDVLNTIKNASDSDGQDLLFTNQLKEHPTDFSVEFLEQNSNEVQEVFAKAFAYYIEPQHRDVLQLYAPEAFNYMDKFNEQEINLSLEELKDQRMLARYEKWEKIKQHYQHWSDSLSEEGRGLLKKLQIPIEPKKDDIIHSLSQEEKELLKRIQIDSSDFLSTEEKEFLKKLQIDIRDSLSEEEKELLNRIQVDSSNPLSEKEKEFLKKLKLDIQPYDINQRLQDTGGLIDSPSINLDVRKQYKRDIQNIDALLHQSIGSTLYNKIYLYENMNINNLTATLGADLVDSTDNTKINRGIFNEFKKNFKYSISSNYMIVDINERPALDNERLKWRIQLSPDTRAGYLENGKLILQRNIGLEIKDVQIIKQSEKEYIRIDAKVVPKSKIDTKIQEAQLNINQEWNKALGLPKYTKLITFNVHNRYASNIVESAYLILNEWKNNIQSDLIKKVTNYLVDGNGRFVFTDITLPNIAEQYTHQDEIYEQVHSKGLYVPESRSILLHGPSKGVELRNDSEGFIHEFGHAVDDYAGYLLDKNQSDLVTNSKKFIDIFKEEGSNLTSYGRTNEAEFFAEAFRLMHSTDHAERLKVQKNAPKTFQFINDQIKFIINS
# BH1578 lux ind = inducers of Vibrio cholerae quorum light production without autoinducers, primary screen, BH1578 luxS cqsA deficient, single point; AID 588436, 2011; activation, % at 18.7 µM; V. cholerae BH1578 lux reporter, luminescence, 6 h; 0.16% of 350,000 active; in the data active = activation mostly above about 9.7%, no sharp cut-off; inconclusive = no clear call, values can overlap the other calls; inactive = mostly below about 3.7%; note: not every result past the cut was called active; inactives centre near 0; reference of the scale not given here
# TcdB GH inh = TcdB glycohydrolase inhibitors, primary screen, biochemical, single point, plate reader; TcdB glycohydrolase enzymatic assay; AID 652162, 2013; inhibition, % at 9.99 µM; 0.24% of 350,000 active; Toxin B (Clostridioides difficile), P18177; in the data active = inhibition above about 10%
# Yp Topo-I inh = Yersinia pestis topoisomerase I inhibitors, primary screen, biochemical, cleavage product accumulation, plate reader, single point; Y. pestis Topo-I cleavage product accumulation; 0.064% of 360,000 active; DNA topoisomerase I (Yersinia pestis CO92); activity, % at 10 µM; in the data active = activity above about 50%, passing the limit was not always enough; inconclusive = no clear call, values can overlap the other calls; note: inactives centre near 2
# 3CLpro inhibitor = SARS-CoV 3CLpro protease inhibitors, primary screen, biochemical, quenched FRET | Replicase polyprotein 1ab (Severe acute respiratory syndrome coronavirus), P0C6X7 | recombinant SARS-CoV 3CLpro, quenched FRET peptide cleavage | inhibition, % at 6 µM | 0.14% of 290,000 active; in the data active = inhibition above about 12%
# PfHsp40 yeast = rescue of yeast from PfHsp40 toxicity, primary screen, S. cerevisiae, ATP luminescence; S. cerevisiae expressing PfHsp40, growth rescue; growth rescue, % at 12.5 µM; 0.68% of 340,000 active; in the data active = growth rescue above about 28%, passing the limit was not always enough; inconclusive = no clear call, values can overlap the other calls;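 note: yeast W303a lacking pdr1 and pdr3 grown in galactose medium; growth measured after three days at 30 °C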
# * marks the source's active call; other numbers are inactive results; i = inactive; ? = inconclusive; · = no result given; & = joins results of further samples. Cut-off read from the data, not from the text of the source, unless noted: active = inhibition above about 30%; inconclusive = no clear call, values can overlap the other calls; inactive = below that. These rows are one share of the data; rates above refer to the full screens.
SMILES,BoNT-A LC inh2,VHR inh abs,PriA SSB inh,CCHF vOTU inh,Anthrax LF inh2,BH1578 lux ind,TcdB GH inh,Yp Topo-I inh,3CLpro inhibitor,PfHsp40 yeast
Cc1ccc(S(=O)(=O)Nc2c(C)n(C)n(-c3ccccc3)c2=O)cc1,-0.5&0.1,14&16,-6,6&-20,-1&-1,-0.4,0.3,0&-8,0&-1,-0.4&0.4
O=C(O)c1cc(-c2ccc(Br)s2)nc2ccccc12,-2.5,-2,-9,-12,-1,-0.5,1.0,-5,7,10
COc1ccc(OC)c(Nc2nc(-c3sc(NC(=O)C(C)(C)C)nc3C)cs2)c1,0.8,48,10,10,-7,i,0.9,-10,0,-0.8
Cc1onc(-c2c(F)cccc2Cl)c1C(=O)NC1=NCCS1,0.5,-4,-15,-15,1,-0.6,·,8,0,-1.0
COCC(=O)N(Cc1cc2cc(C)ccc2[nH]c1=O)c1ccccc1,-2.5,33,-10,-13,-3,-0.2,-1.3,-4,0,0.2
CN(C)C(=O)CSc1nc2ccc(C(=O)c3ccccc3)cc2[nH]1,-0.2,6,-5,-6,-11,i,0.7,1,-3,-0.1
Cc1cccc(N=Nc2ccc(O)c3ncccc23)c1,-0.9,-7,23,8,-5,-0.3,·,-24,0,-1.2
CC(C)(C)c1ccccc1OCC(=O)NCCC(=O)O,-2.6,18,12,2,-1,-12,·,6,4,1.3
CC(C)(C)c1ccc(C(=O)NCC(=O)N2CCCCCC2)cc1,1.2,20,-7,-5,-3,-10,-1.2,1,-2,4.7
O=c1[nH]c(CSc2nnc(-c3ccccc3)n2C2CCCCC2)nc2ccccc12,2.6,10,3,-17,0,2.7,·,-10,3,0.3
CN(C)CC(=O)Nc1ccc(S(N)(=O)=O)cc1,0.2,17,-5,-8,-14,-0.3,·,-5,-1,0.2
O=c1[nH]c(CSc2nc(-c3ccccc3)cs2)nc2ccccc12,0.3,-7,-5,9,0,i,·,0,1,-1.1
Cc1noc(C)c1S(=O)(=O)NCCN1CCN(c2ccccc2)CC1,-0.3,7,5,10,-4,-0.3,·,-8,3,-0.4
COC(=O)C1(C)NC(c2ccccc2F)C2C(=O)N(c3ccccc3)C(=O)C21 (configuration not stated),-0.5,8,-19,3,-8,-0.8,0.5,2,-3,-0.6
CCOC(=O)C1=C(COC(=O)CCNS(=O)(=O)c2ccc(C)c(C)c2)NC(=O)NC1C (configuration not stated),-0.1,·,-3,18,8,-0.7,-8.1,15,·,0.0
Cc1cc(C)cc(CC(=O)N2CCC2(C)C(=O)NS(=O)(=O)c2cccc(F)c2)c1 (configuration not stated),-0.6,·,·,-3,-2,-0.3,-1.2,0,·,·
CCCCSCCCNC(=O)c1cn(CC)c2ccc(S(=O)(=O)N3CCOCC3)cc2c1=O,-0.4,44,-12,16,0,-11,-0.4,17,10,1.4
CN(C)S(=O)(=O)N(Cc1ccc(Br)cc1)c1ccccc1,-0.9,1,-57,-4,-3,2.2,·,6,2,2.3
COc1cc(/C=C/c2cccc[n+]2C)ccc1OCC(=O)Nc1cccc(Cl)c1,3.3,-4,-8,-10,13,-0.1,-1.0,-13,-4,2.7
Cc1ccc2c(c1)C1CN(C)CCC1N2C(=O)COc1ccccc1F (configuration not stated),-0.2,23,-1,-1,-7,-0.3,1.0,-1,7,0.4
CN1CCN(CC(C)(C)NS(=O)(=O)c2ccccc2)CC1,-1.1,·,-8,0,-6,i,0.1,-2,·,-1.6
COc1cc(NC(=S)NNC(=O)CC(C)C)c(OC)cc1Cl,-1.2,-5,-3,-6,-3,-0.1,0.1,-1,-4,1.3
C[C@H](CO)N1C[C@H](C)[C@@H](CN(C)C(=O)CCCN(C)C)OCc2cn(nn2)CCCC1=O,0.2,·,·,11,2,1.1,0.6&0.2,-1,·,·
Cc1csc(CN(C)C(=O)CC2C(=O)NCCN2CC(C)(C)C)n1 (configuration not stated),0.3,6,0,4,-7,-0.9,-0.4,0,-5,0.3
O=C(NCCc1ccccc1)c1c[nH]c2c(F)cccc2c1=O,-0.8,-14,-12,-17,-2,-0.4,2.1,-4,-2,0.5
Cn1c(=S)oc2ccccc21,-0.8,27,-12,-2,-2,-5.3,0.7,7,0,-0.2
O=C(OCC(=O)N1CCCC1=O)c1nc(Cl)c(Cl)c(Cl)c1Cl,2.3,19,-8,-3,2,i,0.1,14,0,-0.5
N=c1ccn(O)cc1CCc1ccccc1,-0.2,·,-5,-9,3,i,0.2,1,·,-0.5
COc1ccccc1N1CCN(C(=O)c2cc(-c3ccc(Cl)c(Cl)c3)on2)CC1,?,26,-8,-4,-3,i,·,2,2,-0.3
Oc1[nH]c2ccccc2c1C=Nc1ccc2c(c1)OCCO2,-0.1,32,2,9,-2,-0.2,·,-4,-1,-0.7
O=C(c1cccc(Br)c1)N1CCN(c2ccccn2)CC1,1.3,·,5,-2,-7,0.6,1.5,0,·,·
CCOC(=O)CNC(=O)CSc1ncnc2c1cnn2-c1ccccc1,0.2,20,-5,6,-2,i,·,-1,-6,-0.5
CC(=O)Nc1cc(NC(C)=O)cc(C(=O)OCC(=O)N2CC(C)OC(C)C2)c1 (configuration not stated),1.2,-9,-14,0,-4,0.4,·,-2,1,-1.2
Oc1ccc(/C=N/n2c(-c3ccccc3)n[nH]c2=S)cc1,0.1,0,·,12,-2,0.0,6.7,2,4,-0.3
COc1ccc(/C=C/c2n[nH]c(=O)c(C#N)c2C)cc1,1.3,-20,-4,13,0,-0.3,1.0,8,-2,0.5
O=C(CCCN=C1NS(=O)(=O)c2ccccc21)OCC(=O)c1ccc(F)cc1,1.6,·,-5,-7,1,-1.6,7.3,8,·,3.3
CCCN(C(=O)CSc1nc2c(cnn2-c2ccccc2)c(=O)[nH]1)C1CCS(=O)(=O)C1 (configuration not stated),-0.3,-13,-6,9,0,i,2.1,-3,2,-1.0
COc1cc(OC)cc(C(=O)N2CCC(C(=O)Nc3ccc4c(c3)OCCO4)CC2)c1,-0.8,-15,4,-8,-1,-0.6,·,-1,3,-0.5
COc1ccccc1CNC(=O)C1CCN(S(=O)(=O)c2ccc3c(c2)OCCO3)CC1,-2.6,-15,-2,4,-13,10,0.9,20,0,-0.8
C/C(N)=C(\C#N)C(=O)NCCc1ccccn1,-0.8,6,-38,4,0,-7.7,·,4,-2,-1.2
COC(=O)CSc1nnc(-c2ccc(OC)c(OC)c2)o1,0.1,7,-8,-6,3,i,0.7,-3,3,-0.5
O=C(Nc1cccnc1Cl)c1cc(-c2ccco2)on1,-0.5,4,2,-9,1,-1.4,·,4,1,-1.7
CCOc1ccccc1C(=O)NN1C(=O)C2CCCCC2C1=O (configuration not stated),-0.8,-5,-11,-3,-2,i,·,-2,1,1.0
O=C1OC(/C(=C\Nc2ccc(F)cc2F)[N+](=O)[O-])c2ccccc21 (configuration not stated),-1.2,27,-12,7,3,0.0,0.4,5,-1,1.8
CCOc1ccc(S(=O)(=O)N(C)CC(=O)NC2CC2)cc1,-0.7,2,5,-4,4,i,1.8,-3,-1,-0.3
O=C(COC(=O)C1CCN(c2ccc(C(F)(F)F)cn2)CC1)Nc1ccc(F)cc1[N+](=O)[O-],8.1,·,6,-9,-4,-0.6,5.6,1,·,-2.0
CCN(C(=O)CC(C)C)c1nnc(Cn2nnc3ccccc32)s1,0.5,16,-15,-2,0,i,1.7,8,2,-1.0
CCN1CNC(=S)N(c2cccc(C)c2)C1,-4.3,-4,-5,-5,-1,-0.4,-0.8,-11,5,0.7
Cc1onc(-c2ccccc2)c1C(=O)NNC(=S)NC(=O)c1ccc2c(c1)OCO2,-1.2,12,6,0,8,-1.1,1.0,-5,-2,48*
COCCn1c(N)c(N(Cc2ccccc2)C(=O)CSCC(=O)Nc2ccc(OC)cc2)c(=O)[nH]c1=O,-2.4,·,-5,-5,-5,i,-2.0,1,·,-0.6
O=C(NCCCN1CCCC1=O)NC12CC3CC(CC(C3)C1)C2,1.5,6,-8,-1,7,-2.6,·,-4,9,0.3
Cc1cccc(-n2nnc(C(=O)Nc3ccc(F)cc3)c2N)c1,-0.3,13,-20,6,-6,-0.6,·,12,1,3.7
COc1ccc(C(=O)CSc2nnc(CNC(=O)c3ccc(OC)c(OC)c3)n2C)cc1,0.0,0,-24,0,1,-0.3,·,7,-1,17
C=CCNC(=S)NNC(=O)C(CCCC)CC(C)O (configuration not stated),-0.6,6,-12,4,-3,i,·,-9,-4,-1.9
N#CCCN(CCC#N)C(=O)COc1ccc(Cl)cc1Cl,3.4,18,-13,18,-7,i,·,2,5,-0.4
CC1CCCCC1NS(=O)(=O)c1ccc(S(=O)(=O)N2CCN(CCC#N)CC2)cc1 (configuration not stated),0.3,19,3,-9,-4,-0.2,1.4,-4,0,-1.2
Cc1nc(-c2ccc(F)cc2)c(CC(=O)N2CCN(S(=O)(=O)c3cccc([N+](=O)[O-])c3)CC2)s1,13,·,2,1,7,-0.4,0.9,-6,·,-1.1
CCn1cc(Cl)c(C(=O)NNC(=O)CCn2nc(C)c([N+](=O)[O-])c2C)n1,-0.5,-4,-15,11,-2,-2.6,-0.2,-1,1,-1.6
Cc1cc(F)c(F)c(C(=O)N2CCCCC2C)c1Cl (configuration not stated),-1.1,-10,-3,16,-8,i,0.5,9,2,-0.7
O=C1NC[C@@H](CCCCN2CCN(CCc3ccc(O)cc3)C(=O)C2=O)N(CCC2CCCCC2)C1=O,-0.2,·,·,-6,-2,·,0.9,·,·,·

# (more compounds)
SMILES,BoNT-A LC inh2,VHR inh abs,PriA SSB inh,CCHF vOTU inh,Anthrax LF inh2,BH1578 lux ind,TcdB GH inh,Yp Topo-I inh,3CLpro inhibitor,PfHsp40 yeast
COc1ccccc1NC(=O)c1nn(-c2ccc(F)c(F)c2)ccc1=O,1.1,11,-5,6,-1,0.4,·,-5,2,0.7
CCC(CC)C(=O)c1c[nH]c(C(=O)NCCCN2CCOCC2)c1,?,48,5,0,-2,-1.4,·,1,4,0.3
CCN(CC)S(=O)(=O)c1ccc(Cl)c(NC(=O)c2cc(Cl)cc(Cl)c2)c1,-0.8,6,-22,-17,-2,i,-0.5,4,4,0.4
CCc1ccc(CCC(=O)Nc2sc(C)c(C)c2C(=O)OC)o1,-1.0,19,-2,-5,-5,-0.2,1.9,5,3,0.7
O=S(=O)(NCCc1ccccc1)c1ccc(F)cc1,·,-8,18,-5,·,i,2.8,10,1,0.4
C=CCn1c(SCC(=O)Nc2cc(C)c(Cl)cc2OC)nnc1-c1ccco1,0.0,17,0,5,-5,-0.3,2.1,30,1,2.3

# Another view of three compounds above.
smiles | BoNT-A LC inh2 | VHR inh abs | PriA SSB inh | CCHF vOTU inh | Anthrax LF inh2 | BH1578 lux ind | TcdB GH inh | Yp Topo-I inh | 3CLpro inhibitor | PfHsp40 yeast
Cc1ccc2c(c1)C1CN(C)CCC1N2C(=O)COc1ccccc1F (configuration not stated) | -0.2 | 23 | -1 | -1 | -7 | -0.3 | 1.0 | -1 | 7 | 0.4
CN1CCN(CC(C)(C)NS(=O)(=O)c2ccccc2)CC1 | -1.1 | · | -8 | 0 | -6 | i | 0.1 | -2 | · | -1.6
COc1cc(NC(=S)NNC(=O)CC(C)C)c(OC)cc1Cl | -1.2 | -5 | -3 | -6 | -3 | -0.1 | 0.1 | -1 | -4 | 1.3
